# KCNQ2 inh: KCNQ2 channel blockers in CHO-K1 cells – cell-based, FluxOR thallium flux, B-score, primary screen (AID 2156); O88943; 20 min; active compounds read low; B-score at 10 µM; actives 1.1% (n = 310,000);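 active means fluorescence ratio B-score at most minus 3 library SDs, with starting brightness B-score within 2 library SDs, cut at about -5.5 in these data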
# Kir21 block: inhibitors of mouse Kir2.1 inward-rectifier potassium channel | P35561 | HEK293-Kir2.1, FluxOR thallium flux fluorescence; active compounds read low | B-score at 10 µM | actives 0.85% (n = 310,000) | AID 1672;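 active means fluorescence ratio B-score at or below minus 3 SD of library scores, with starting-brightness B-score within 2 SD, cut at about -4.2 in these data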;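 further: channel flux triggered by added potassium and thallium sulfate stimulus; B-score of peak minus minimum fluorescence over baseline after thallium stimulus; more negative B-score means stronger Kir2.1 block with less thallium influx; some compounds called inactive have numbers as strong as hits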
# Target sequence (P35561 whole entry, looked up): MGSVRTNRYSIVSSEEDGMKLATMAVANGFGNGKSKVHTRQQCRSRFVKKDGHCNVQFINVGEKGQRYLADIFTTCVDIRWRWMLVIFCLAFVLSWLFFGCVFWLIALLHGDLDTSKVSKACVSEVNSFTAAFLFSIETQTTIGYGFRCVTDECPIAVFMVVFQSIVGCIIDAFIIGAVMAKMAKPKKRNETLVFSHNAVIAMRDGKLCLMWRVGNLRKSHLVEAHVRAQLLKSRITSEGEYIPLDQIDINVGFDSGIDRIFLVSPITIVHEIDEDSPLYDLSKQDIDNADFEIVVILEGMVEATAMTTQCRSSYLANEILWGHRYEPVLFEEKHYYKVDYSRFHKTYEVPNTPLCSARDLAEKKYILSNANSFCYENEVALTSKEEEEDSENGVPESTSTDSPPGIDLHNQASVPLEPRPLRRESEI
# CHT block: inhibits the human high affinity choline transporter; Q9GZV3; CHT-expressing cells, membrane potential dye, choline response; active compounds read low; B-score at 10 µM; actives 0.86% (n = 310,000); AID 488975;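 active means B-score over 3 SD under the library average, and starting fluorescence ratio not unusually high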;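 further: choline stimulus applied at its EC90 after an EC20 pre-addition; B-score computed on integrated fluorescence ratio after choline addition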
# Target sequence (Q9GZV3 whole entry, looked up): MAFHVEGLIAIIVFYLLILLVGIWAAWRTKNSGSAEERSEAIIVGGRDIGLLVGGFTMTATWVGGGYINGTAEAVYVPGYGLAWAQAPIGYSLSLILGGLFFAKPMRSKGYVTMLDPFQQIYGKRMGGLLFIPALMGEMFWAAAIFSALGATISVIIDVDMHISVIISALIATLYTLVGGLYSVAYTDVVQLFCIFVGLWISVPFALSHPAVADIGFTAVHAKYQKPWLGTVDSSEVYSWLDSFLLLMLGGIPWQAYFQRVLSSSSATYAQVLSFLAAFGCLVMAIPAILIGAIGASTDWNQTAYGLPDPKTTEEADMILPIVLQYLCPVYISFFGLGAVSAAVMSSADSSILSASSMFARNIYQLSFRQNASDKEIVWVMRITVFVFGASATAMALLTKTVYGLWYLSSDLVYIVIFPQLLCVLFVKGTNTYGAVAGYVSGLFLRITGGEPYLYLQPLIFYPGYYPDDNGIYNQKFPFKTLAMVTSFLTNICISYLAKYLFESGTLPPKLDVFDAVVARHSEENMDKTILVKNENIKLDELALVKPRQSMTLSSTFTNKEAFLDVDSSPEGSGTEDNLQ
# * = called active by the depositor; i = inactive.
SMILES,KCNQ2 inh,Kir21 block,CHT block
CC(=O)c1cccc(OCc2cc(C(=O)N(C)Cc3cnccn3)no2)c1,i,2.54,i
O=C(Nc1ccc2c(c1)OCCO2)C1CC(c2ccccc2Cl)=NO1 (stereo not given),i,-1.38,i
CCOC(=O)C1CCN(Cc2nnc(-c3cccc(Br)c3)o2)CC1,i,0.2,i
CCOC(=O)C1CCN(S(=O)(=O)c2nc3nc(C)cc(C)n3n2)CC1,i,1.54,i
CCn1c(CNC(=O)c2cccs2)nnc1SCC(=O)Nc1cc(Cl)ccc1C,i,0.04,i
Cc1c(Cl)cccc1NC(=O)CCCn1nc([N+](=O)[O-])cc1C,i,-0.93,i
O=S(=O)(NC1CC1)c1ccc(S(=O)(=O)N(Cc2ccccn2)C2CC2)cc1,i,-1.96,i
CCOc1cc(/C=N/N=C(/N)c2nonc2N)cc(Br)c1OCc1ccc(Cl)cc1,i,-0.08,i
COc1ccc(Cc2nnc(Nc3c(C)cccc3C)o2)cc1OC,i,-0.79,i
COCCNC(=O)C(c1cccs1)N(C(=O)Cn1nnc2ccccc21)c1cccc(C)c1 (stereo not given),i,0.09,i
O=C(N/N=C/c1cccs1)c1cccc2cc[nH]c12,i,-0.44,i
CCCCCC(=O)NNC(=O)Nc1ccccc1,i,0.11,i
CC(NC(=O)CSc1n[nH]c(=O)n1C1CC1)C12CC3CC(CC(C3)C1)C2 (stereo not given),i,-0.75,i
COc1ccc2nc(NNC(=O)COc3ccccc3)sc2c1,i,-0.61,i
O=C(Nc1ccc(F)cc1)c1cc(S(=O)(=O)N2CCOCC2)cs1,i,-1.15,i
C[N+]1(CC(O)c2ccccc2)CCCCCC1 (stereo not given),i,-1.66,i
O=C(O)C(Cc1cc(Cl)ccc1Cl)Sc1nc2ccccc2[nH]1 (stereo not given),i,2.77,i
CCCn1c(N/N=C(C)\C=C\c2ccccc2)nc2c1c(=O)[nH]c(=O)n2C,i,-0.48,i
CSc1nc2ncnc(N)c2[nH]1,i,0.43,i
C=CCn1c(COc2cc(C)ccc2C(C)C)nnc1SCC(=O)c1c(N)n(C)c(=O)n(C)c1=O,i,-1.29,i
COc1cccc(Nc2cc(C)c3ccccc3n2)c1,i,0.19,i
Nc1c(C(=O)N2CCOCC2)sc2nc(N3CCOCC3)c3c(c12)CCCC3,i,1.26,i
CCOC(=O)c1ccccc1NC(=O)COC(=O)C1=COCCO1,i,1.16,i
C=CC[n+]1c(-c2ccc(Cl)cc2Cl)csc1Nc1ccc(NC(C)=O)cc1,i,-2.02,i
CC(C)c1cc(=O)n2[nH]c(N)nc2n1,i,0.59,i
Cc1c(CNC2CCCC2)c(C(=O)O)c(C)n1Cc1ccccc1,i,1.07,i
CC(=O)c1ccc(N2Cc3ccccc3/C2=N\C(=O)Nc2ccc(Cl)cc2)cc1,i,-0.23,i
CCC1Sc2ccccc2N(CC(=O)NC2CC2)C1=O (stereo not given),i,1.1,i
CC(c1ccccc1)N1C(=O)c2ccccc2C1O (stereo not given),i,0.17,i
Cc1ccnc(NC(=O)CN2C(=O)c3ccccc3C2=O)c1,i,-0.01,i

# Reprinted at random: two compounds from above
SMILES,KCNQ2 inh,Kir21 block,CHT block
C[N+]1(CC(O)c2ccccc2)CCCCCC1 (stereo not given),i,-1.66,i
C=CCn1c(COc2cc(C)ccc2C(C)C)nnc1SCC(=O)c1c(N)n(C)c(=O)n(C)c1=O,i,-1.29,i

# (further entries)
SMILES,KCNQ2 inh,Kir21 block,CHT block
O=c1oc(-c2cccc([N+](=O)[O-])c2)nc2ccccc12,i,2.17,i
CCn1cc(C(=O)NCC2CCCO2)c(=O)c2cc(S(=O)(=O)N(C)C3CCCCC3)ccc21 (stereo not given),i,1.52,i
CCOC(=O)C1CCCn2c1nc1sc3c(c1c2=O)CCCC3 (stereo not given),i,2.71,i
Cc1nn(-c2ccc(F)cc2)c(Cl)c1/C=C(\CCC(=O)O)c1nc2ccccc2s1,i,0.84,i
O=C(CCOc1ccccc1)Nc1ccccc1[N+](=O)[O-],i,1.16,i
COc1ccccc1-n1cnnc1SCC(=O)c1ccc[nH]1,i,-2.06,i
CCOC(=O)c1sc(NC(=O)CCN2CCN(CC)CC2)c(C(=O)OCC)c1C,i,0.87,i
CN(CC(=O)Nc1ccccc1Cl)C(=O)COC(=O)c1ccc([N+](=O)[O-])cc1Cl,i,0.01,i
CN(C)S(=O)(=O)c1ccc(S(=O)(=O)NCc2cccs2)cc1,i,0.01,i
C/C(CC(=O)NCc1ccco1)=N\NC(=O)Cc1ccc(Cl)cc1,i,-0.45,i
Cn1cccc1/C=C1/SC(=S)N(CC(=O)O)C1=O,i,-0.67,i
COc1cc(C(=O)NCC(=O)NCCN2C(=O)S/C(=C\c3ccccc3Cl)C2=O)cc(OC)c1OC,i,-1.28,i
COc1ccc(C(CC(=O)O)NS(=O)(=O)c2ccc3c(c2)N(C(C)=O)CC(C)O3)cc1 (stereo not given),i,0.5,i
COc1ccc(OCc2cc(C(=O)N(C)C3CCOC3)no2)c(Cl)c1 (stereo not given),i,0.93,i
CCS(=O)(=O)N1N=C(c2ccc(NS(C)(=O)=O)cc2)CC1c1ccccc1 (stereo not given),i,-0.8,i
O=C(NC1CCCc2c1cnn2-c1cc(F)cc(F)c1)c1cc[n+]([O-])cc1 (stereo not given),i,-0.11,i
COc1ccc(CCNC(=O)Cc2cc(OC)c(OC)cc2[N+](=O)[O-])cc1OC,i,0,i
CCOc1cc(Cl)c(CNCCCN2CCOCC2)cc1OC,i,0.12,i
Cc1ccc(S(=O)(=O)N2CCN(S(=O)(=O)c3ccc(C)cc3)C2c2ccccc2)cc1,i,1.28,i
CSc1ccccc1C(=O)NCCSC(C)(C)C,i,0.49,i
Cc1c(Cl)cccc1NC(=O)Nc1ccn(C)n1,i,-2.9,i
COCCn1cnc2c1c(=O)n(CC(=O)NN)c(=O)n2Cc1ccccc1,i,-0.59,i
O=C(COc1ccccc1)Nc1ccc(S(=O)(=O)Nc2ccccn2)cc1,i,-0.83,i
Cc1cccc(N(C(=O)CNC(=O)c2ccco2)C(C(=O)NC2CCCC2)c2ccncc2)c1 (stereo not given),i,-0.93,i
COc1ccc(NC(=O)Cn2nnc(C(=O)NCc3ccc(C)cc3)c2N)cc1OC,i,-0.79,i
CN1CCC(N(C)C(=O)CNC(=O)c2ccc(C(C)(C)C)cc2)CC1,i,0,i
Cc1nn(C(C)C(=O)NCCc2cccs2)c(=O)c2nn(-c3ccccc3)c(C)c12 (stereo not given),i,1.44,i
O=C(CSc1cccc2cccc(Cl)c12)NC1=NCCS1,i,-0.34,i
COc1ccc(C(C(=O)NC2CCCCC2)N(C(=O)Cc2c[nH]c3ccccc23)c2ccccc2)cc1OC (stereo not given),i,0.95,i
CNc1ccncc1S(=O)(=O)NC,i,-0.35,i

# Just Kir21 block and KCNQ2 inh (2 entries from above):
mol,Kir21 block,KCNQ2 inh
Cn1cccc1/C=C1/SC(=S)N(CC(=O)O)C1=O,-0.67,i
COc1ccc(OCc2cc(C(=O)N(C)C3CCOC3)no2)c(Cl)c1 (stereo not given),0.93,i

# Later entries.
SMILES,KCNQ2 inh,Kir21 block,CHT block
Cc1ccc(OCC(O)Cn2c3ccccc3c3ccccc32)cc1 (stereo not given),i,-0.07,i
CC1CCCC/C1=N\NC(=S)Nc1ccccc1 (stereo not given),i,0.07,i
O=C(Nc1ccc(O)cc1C(=O)O)c1ccc2c(c1)C(=O)N(Cc1ccco1)C2=O,i,2.46,i
O=C(OC1C2CCC1C1CN(CCc3ccccc3)CC12)c1ccccc1 (stereo not given),i,-7.36,i
COc1ccc(N=Cc2c(C)[nH][nH]c2=O)cc1,i,0.29,i
Cc1onc(-c2ccccc2)c1C(=O)c1ccccc1,i,-4.06,i
CCCNC(=O)Nc1cc(OCC)c(N2CCOCC2)cc1OCC,i,-0.98,i
COc1ccccc1-c1csc(NC(=O)c2cc(-c3cccs3)nc3ccccc23)n1,i,0.24,i
Cc1ccc(S(=O)(=O)NCC(=O)NCC(=O)OCC(=O)N2CC(=O)Nc3ccccc32)cc1C,i,0.93,i
Cc1ccc(CN2CCC(n3nccc3NC(=O)CCOc3ccccc3)CC2)o1,i,1.01,i
CCc1nc(NCCN)c(C#N)c2c1CSC(C)(C)C2,i,2.88e-16,i
COc1ccc(N2CCN(c3ncnc4scc(-c5ccccc5)c34)CC2)cc1,i,-0.01,i
Cc1ccc(Nc2nc3ccccc3[nH]2)nc1,i,1.58,i
CC(NC1CCCC1)C(=O)Nc1ccccc1-c1ccccc1 (stereo not given),i,-3.67,i
CCOc1ccc(C(=O)NCCC2=CCCCC2)cc1OCC,i,0.46,i
Cc1noc(C)c1C(=O)N1CCOCC1,i,-0.32,i
CCOC(=O)c1cc(-c2ccccc2)sc1NC(=O)COC(=O)c1cccc(S(N)(=O)=O)c1,i,-0.05,i
CCOC(=O)CSCc1csc(CC(=O)Nc2ccccc2C)n1,i,2.62,i
CCOc1ccc(NC(=O)CN(C)C(=O)c2sc3ccccc3c2Cl)cc1OCC,i,-0.13,i
Cc1cc(C)nc(Nc2ccccc2Cl)n1,i,1.87,i
O=C(NCc1cccc(C(F)(F)F)c1)c1cccc(S(=O)(=O)N2CCN(Cc3ccccc3)CC2)c1,i,0.01,i
COc1ccc(O)c(CN2CCC(n3nccc3NC(=O)CCOc3ccccc3)CC2)c1,i,-0.12,i
Cc1noc(C)c1COC(=O)c1ccc(S(=O)(=O)NCc2ccco2)cc1,i,1.37,i
COc1ccc(CCNC(=O)CS(=O)Cc2nc(-c3cccs3)oc2C)cc1OC (stereo not given),i,1.55,i
CCOC(=O)Nc1ccc2c(c1)N(C(=O)CN(CC)CC)c1ccccc1C=C2,i,1.77,i
CCOc1ccc(-n2c(SCC)nc3c(c2=O)SCC3)cc1,i,-0.95,i
N#CCC(=O)Nc1ccc(C(=O)OCc2ccccc2Oc2ccccc2)cc1,i,1.2,i
CC(=O)N(CCCNC(=O)c1ccccc1)C(=O)c1ccccc1,i,-0.11,i
COc1cc(-c2nnc(CSc3nnc(N)s3)o2)cc(OC)c1OC,i,0.26,i
CN(C(=O)Cc1c[nH]c2ccccc12)C(C(=O)Nc1ccc2c(c1)OCO2)c1ccccc1 (stereo not given),i,-1.68,i

# Gathered by group, the entries above containing a nitro group on carbon
SMILES,KCNQ2 inh,Kir21 block,CHT block
Cc1c(Cl)cccc1NC(=O)CCCn1nc([N+](=O)[O-])cc1C,i,-0.93,i
O=c1oc(-c2cccc([N+](=O)[O-])c2)nc2ccccc12,i,2.17,i
O=C(CCOc1ccccc1)Nc1ccccc1[N+](=O)[O-],i,1.16,i
CN(CC(=O)Nc1ccccc1Cl)C(=O)COC(=O)c1ccc([N+](=O)[O-])cc1Cl,i,0.01,i
COc1ccc(CCNC(=O)Cc2cc(OC)c(OC)cc2[N+](=O)[O-])cc1OC,i,0,i

# Further records:
SMILES,KCNQ2 inh,Kir21 block,CHT block
COc1ccc(Cc2nnc(NC(=O)c3ccccc3[N+](=O)[O-])s2)cc1,i,1.34,-7.14*
CCCCn1c(N)c(N(CCOC)C(=O)c2cc(-c3ccc(F)cc3)nc3ccccc23)c(=O)[nH]c1=O,i,0.96,i
Cc1ccc2c(c1)C(O)(CC(=O)c1cccc(-n3cccc3)c1)C(=O)N2 (stereo not given),i,0.03,i
Cc1ccc(NC(=O)CCNC(=O)c2ccco2)cc1Cl,i,-1.37,i
COc1cccc(CNCCc2c[nH]c3ccccc23)c1OCc1ccccc1,i,-9.49*,i
CCOC(=O)C(=CNc1ccc(Cl)cn1)C(=O)OCC,i,0.75,i
CC1(C)NC(=O)N(CCOCCSc2ccccc2)C1=O,i,-1.78,i
CC(=O)N1c2ccccc2N(Cc2ccc(C)cc2C)C(=O)C1(C)C,i,1.05,i
O=C(c1ccccc1)N1CCN(c2ncnc3c(-c4ccccc4)nsc23)CC1,i,0.9,i
Cc1sc(NC(=O)Cn2nc(C(F)(F)F)cc2C)c(C(=O)OC(C)C)c1C,i,1.32,i
Cc1ccc(S(=O)(=O)N2CCCCC2)cc1NC(=O)CSc1nncn1-c1ccccc1,i,0.29,-6.14*
Cc1onc(-c2ccccc2)c1C(=O)OCCOc1ccccc1F,i,1.23,i
NC(=O)c1ccc(NCC2CCCO2)c([N+](=O)[O-])c1 (stereo not given),i,-4.66,i
Cc1ccc(C2=NOC(=O)/C2=C\c2ccccc2)cc1,i,0.1,i
CCOc1ccc(NC(=O)Cc2ccccc2)c([N+](=O)[O-])c1,i,0.38,i

# Single values from the entries so far:
# Value for CCOC(=O)C(=CNc1ccc(Cl)cn1)C(=O)OCC under Kir21 block: 0.75
# Value for Cc1ccc(C2=NOC(=O)/C2=C\c2ccccc2)cc1 under Kir21 block: 0.1
# Value for NC(=O)c1ccc(NCC2CCCO2)c([N+](=O)[O-])c1 (stereo not given) under Kir21 block: -4.66

# Continuation.
SMILES,KCNQ2 inh,Kir21 block,CHT block
COc1cc(/C=N/NC(=O)c2ccc(CN3C(=O)c4cccc5cccc3c45)cc2)cc(OC)c1O,i,-2.25,i
CN(C)S(=O)(=O)c1cccc(-c2nnc3n2CCCCC3)c1,i,0.88,i
CCCC12C(=O)C(C)(C(c3ccccc3)=C1c1ccccc1)C1C(=O)N(c3ccc(C)cc3)C(=O)C12 (stereo not given),i,0.22,i
O=C(Nc1ccccc1C(F)(F)F)C1CCN(C(=O)c2cccs2)CC1,i,0.26,i
CCc1ccc(C2C(=O)c3ccccc3C2=O)cc1,i,-0.81,i
CCOC(=O)Cc1csc(NC(=O)c2sc3nc4cc(C)ccc4cc3c2N)n1,i,1.17,i
CCOC(=O)C1CCCN(C(=O)c2sc3nc(-c4ccc(F)cc4)cn3c2C)C1 (stereo not given),i,0.43,i
CC(C)(C)c1ccc(-c2nn(CCC#N)cc2/C=N/O)cc1,i,-0.12,i
CC(C)O/N=C1\C(=O)N(c2ccccc2)c2ccccc21,i,0.01,i

# Screening data (PubChem BioAssay)
